Source: PubChem
Shn3 inh set2 – reduction of Shn3 3'UTR firefly luciferase signal, primary screen, Schnurri-3 inhibitor project, cell-based, Clone20 osteoblasts, set 2. inhibition, % at 12.5 µM. 360,000 tested, 0.52% active. Clone20 osteoblast Shn3 3'UTR firefly luciferase, 24 h;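 active means mean inhibition of at least 75% with every replicate also reaching 75%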;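 further: 0% = median of neutral control wells and 100% = pilot-screen positive control compound; some compounds past the cut are filed as inactive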
LMP1 NFkB inh – EBV LMP1-driven NF-kappaB luciferase reporter inhibitors, primary screen, cell-based, luminescence, single point; inhibition, % at 12.5 µM; AID 504558, 2011; 350,000 tested, 0.69% active; LMP1-induced NF-kappaB luciferase reporter cells; in the data active means inhibition above about 41%;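 further: 0% = neutral control wells and 100% = reference inhibitor control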
SRC3 inh – SRC3 coactivator transcriptional activity inhibitors, primary screen, cell-based, luminescence | inhibition, % at 3.6 µM | Nuclear receptor coactivator 3 (Homo sapiens), Q9Y6Q9 | 360,000 tested, 0.17% active | AID 588352, 2011 | HEK293 GAL4-SRC3 luciferase reporter;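 active means inhibition above a per-campaign cutoff, the mean of all compounds plus 3 SD, cut at about 60% in these data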;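 further: 0% = DMSO-treated cells and 100% = gossypol-treated cells at 36 µM; higher means less SRC3-driven luciferase light from the GAL4 reporter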
Target sequence (Q9Y6Q9 whole entry, looked up, the tested form may be a part): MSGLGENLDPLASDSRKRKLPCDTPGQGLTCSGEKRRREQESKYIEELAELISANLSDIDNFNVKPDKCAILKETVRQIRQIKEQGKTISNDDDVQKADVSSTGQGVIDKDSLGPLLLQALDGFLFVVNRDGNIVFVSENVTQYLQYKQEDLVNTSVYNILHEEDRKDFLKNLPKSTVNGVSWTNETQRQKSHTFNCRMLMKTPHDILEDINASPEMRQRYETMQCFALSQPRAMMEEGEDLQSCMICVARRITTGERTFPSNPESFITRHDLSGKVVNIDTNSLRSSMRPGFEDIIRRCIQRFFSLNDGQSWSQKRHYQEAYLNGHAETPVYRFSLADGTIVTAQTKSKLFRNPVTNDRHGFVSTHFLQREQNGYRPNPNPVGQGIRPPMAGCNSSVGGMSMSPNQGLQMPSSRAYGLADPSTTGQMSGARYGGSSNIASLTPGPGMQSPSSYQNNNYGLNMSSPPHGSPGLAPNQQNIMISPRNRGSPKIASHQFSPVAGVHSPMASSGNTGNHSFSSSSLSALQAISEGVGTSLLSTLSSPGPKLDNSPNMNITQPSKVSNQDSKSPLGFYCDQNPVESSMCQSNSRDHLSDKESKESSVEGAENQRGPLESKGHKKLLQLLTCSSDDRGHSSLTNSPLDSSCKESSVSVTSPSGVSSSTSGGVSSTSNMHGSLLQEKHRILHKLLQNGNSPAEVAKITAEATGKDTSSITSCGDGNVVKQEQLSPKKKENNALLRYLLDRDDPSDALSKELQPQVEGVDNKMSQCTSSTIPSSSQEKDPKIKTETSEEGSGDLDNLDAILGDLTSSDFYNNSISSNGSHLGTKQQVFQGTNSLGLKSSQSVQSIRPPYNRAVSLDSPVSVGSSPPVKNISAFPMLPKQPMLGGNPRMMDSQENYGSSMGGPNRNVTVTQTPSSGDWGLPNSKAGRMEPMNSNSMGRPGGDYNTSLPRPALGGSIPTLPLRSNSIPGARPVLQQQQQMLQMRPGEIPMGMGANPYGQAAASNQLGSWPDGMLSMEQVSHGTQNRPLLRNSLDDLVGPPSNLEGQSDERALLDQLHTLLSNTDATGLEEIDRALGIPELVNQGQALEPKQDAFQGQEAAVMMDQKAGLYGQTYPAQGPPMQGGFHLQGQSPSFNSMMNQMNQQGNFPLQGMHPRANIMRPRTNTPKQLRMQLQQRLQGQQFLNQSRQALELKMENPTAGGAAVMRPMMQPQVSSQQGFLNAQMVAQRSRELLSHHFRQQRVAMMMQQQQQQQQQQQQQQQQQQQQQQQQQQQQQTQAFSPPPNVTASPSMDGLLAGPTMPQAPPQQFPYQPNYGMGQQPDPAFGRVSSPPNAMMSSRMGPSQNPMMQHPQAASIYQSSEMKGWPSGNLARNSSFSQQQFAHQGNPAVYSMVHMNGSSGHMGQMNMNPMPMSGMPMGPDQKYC
COUP-TFII inh – NR2F2 transcriptional activity inhibitors, primary screen, cell-based, luciferase reporter, HEK293T, luminescence; HEK293T NGFI-A luciferase reporter; AID 686940, 2013; COUP transcription factor 2 (Homo sapiens), P24468; 370,000 tested, 0.7% active; inhibition, % at 8.6 µM;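 active means inhibition above a per-plate cutoff, mean inhibition of test wells between control levels plus 3 SD, cut at about 38% in these data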;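 further: cells cotransfected with COUP-TFII expression vector driving the NGFI-A reporter; 0% = median of COUP-TF2 test wells and 100% = reporter-only cells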
TWEAK Fn14 block – inhibitors of TWEAK-Fn14 signaling, primary screen, luciferase reporter cells, uHTS; TWEAK-stimulated Fn14 reporter cells, luciferase luminescence, 8 h; inhibition, % at 10 µM; 360,000 tested, 2% active; in the data active means inhibition above about 50%
TRAIL sens C8 – viability loss with TRAIL in NB7+C8 cells, primary screen, TRAIL sensitizer project, cell-based, ATPlite luminescence; 360,000 tested, 1% active; inhibition (viability loss, TRAIL sensitization), % at 10 µM; AID 624354, 2012;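 active means compounds causing at least 50% loss of cell viability in the single-dose screen, relative to plate controls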
TROY signal inh – inhibitors of TROY-driven NF-kB signaling, primary screen, Q293 LMP1-TROYcd cells, NF-kB luciferase, uHTS. inhibition, % at 10 µM. 360,000 tested, 0.98% active. Q293 LMP1-TROYcd NF-kB luciferase reporter, 4 h;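 active means compounds whose plate-normalised and pattern-corrected inhibition of the luciferase reporter signal at the single screening dose is 50% or more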
CF NFkB inh – inhibitors of PAF-induced NF-kB signaling, primary screen, cell-based, GFP fluorescence, uHTS. KKLEB NF-kB-GFP reporter, GFP fluorescence overnight. inhibition, % at 5 µM. 360,000 tested, 0.86% active. AID 588850, 2011;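 active means at least 50% inhibition at 5 µM, scaled per plate between neutral and stimulator controls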;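 further: PAF is a Pseudomonas aeruginosa culture filtrate used as stimulus; plate controls were PAF-stimulated DMSO wells for no effect and unstimulated DMSO wells for full effect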
SRC1 inh – SRC1 coactivator transcriptional activity inhibitors, primary screen, cell-based, luminescence; Nuclear receptor coactivator 1 (Homo sapiens), Q15788; HEK293 GAL4-SRC1 luciferase reporter; inhibition, % at 3.6 µM; 360,000 tested, 0.12% active;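 active means inhibition above the campaign mean plus 3 SD, with each screening campaign given its own cutoff, cut at about 60% in these data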;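 further: 0% = DMSO treated cells and 100% = gossypol at 36 µM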
LRH-1 inv ag – LRH-1 (NR5A2) inverse agonists, primary screen, cell-based, luminescence, HEK293T, StAR-luciferase reporter. inhibition, % at 3.6 µM. AID 602396, 2012. LRH-1 transfected, 24 h. Nuclear receptor subfamily 5 group A member 2 (Homo sapiens), O00482. 360,000 tested, 0.13% active;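 active means inhibition above the mean inhibition of all tested compounds plus 3 SD, cut at about 73% in these data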;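 further: 0% = DMSO wells and 100% = reporter-only cells lacking LRH-1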
KKLEB tox – cytotoxicity in KKLEB CF airway cells, primary screen, cytotoxicity control for CF NF-kB inhibitor project, cell-based, uHTS, fluorescence assay plates; KKLEB CF airway cells viability, ATPlite luminescence, overnight; active compounds read low; cells stimulated with P. aeruginosa culture filtrate; activity change (cytotoxicity), % at 5 µM; 360,000 tested, 0.36% active; AID 602141, 2011;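 active means corrected activity change at or below -50% at 5 µM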
Starred values were filed as active, the others as inactive; . = no result given. This is a subset; count on the stated rates, not on these rows.

Second line of a record – Shn3 inh set2, LMP1 NFkB inh, SRC3 inh, COUP-TFII inh, TWEAK Fn14 block, TRAIL sens C8, TROY signal inh, CF NFkB inh, SRC1 inh, LRH-1 inv ag, KKLEB tox
#1 CC(=O)c1ccc(NC(=O)CN2CCC(NC(=O)C3CCCCC3)CC2)cc1
    6, -5, 6, 0, -35, 14, -12, 8, -3, -10, -5
#2 COCCn1cnc2c1c(=O)n(CC(=O)OCC#N)c(=O)n2Cc1ccccc1
    -8, 4, 7, -6, 15, -14, 2, -21, -20, -22, 10
#3 O=C(Oc1ccc(Cl)cc1N1C(=O)CCC1=O)c1ccco1
    0, -3, 21, -12, 3, 3, -8, -10, -11, 0, 1
#4 OC(Cc1ccccc1)c1ncc(-c2ccc3ccccc3c2)[nH]1 (stereo not drawn)
    -5, ., -7, ., 6, 18, -6, -3, -5, 4, 1
#5 O=C(COc1ccccc1)NNC(=O)c1cc2ccccc2o1
    8, -9, 8, 12, -8, 19, 1, 23, -16, -6, 3
#6 O=C(Nc1cccc(S(=O)(=O)C(F)F)c1)c1ccc(Cl)c(S(=O)(=O)N2CCOCC2)c1
    19, 4, -1, 28, 21, 21, 39, 10, 10, 21, -5
#7 CCCNC(=O)C1(C)CCCN(C(=O)Cc2ccc(OC)cc2)C1 (stereo not drawn)
    -13, ., -2, 4, 3, -6, -1, -44, 7, 3, 1
#8 Fc1ccccc1CNc1ccc(Cl)cc1
    -22, -1, 7, -8, -21, -19, -42, 1, -1, -3, -6
#9 CCc1ccc2ncc(C(=O)c3ccccc3)c(N3CCOCC3)c2c1
    11, -4, 6, ., 6, 8, 2, 20, -6, 5, 1
#10 CN1CCC(=NNC(=O)CN(c2ccc([N+](=O)[O-])cc2)S(=O)(=O)c2ccccc2)CC1
    -12, -9, 7, -10, 8, 6, -8, -3, -4, 1, -3
#11 Cc1cc(C)c2nc(C(F)(F)F)nc(N3CC(C)OC(C)C3)c2c1 (stereo not drawn)
    19, 6, 1, -10, 25, 10, 10, 6, -7, -15, -2
#12 CCOc1ccc(N(CC(=O)NCC2CCCO2)C(=O)CCC(=O)Nc2nccs2)cc1 (stereo not drawn)
    -12, -15, -4, 11, 3, -7, 5, -8, 5, 14, 8
#13 Cc1noc(/C=C/N(C)C)c1S(=O)(=O)N(C)CC(=O)NC1CCCCC1
    -24, 1, -3, -10, 13, -10, -15, 15, -21, 6, -6
#14 Cc1cc(C)c(NC(=O)CS(=O)CC(=O)NCCCc2ccccc2)c(C)c1 (stereo not drawn)
    -21, -6, -22, 12, 2, 7, 8, -26, -4, -12, 5
#15 NC(=O)c1ccccc1NC(=O)CN1CCN(Cc2ccccc2)CC1
    21, -6, 2, 1, 11, 3, 7, -9, -6, -2, 5
#16 CCc1cc(C)cc(OCCOc2ccccc2/C=N/NC(C)=O)c1
    14, 3, -6, 0, -15, 7, -6, 0, -3, -16, -19
#17 CCOc1ccc(Cl)cc1/C=N/NC(=O)CNC(=O)c1ccccc1
    9, -1, 32, 4, 3, -6, 11, -3, 14, -11, 16
#18 COc1ccc(N2CCC(CNS(=O)(=O)c3cccc(C(F)(F)F)c3)C2)cc1 (stereo not drawn)
    -8, 2, 7, -1, -12, -16, 21, -13, 0, -14, -3
#19 COc1ccc(/C=C/C(=O)OCC(=O)N2CCCCCC2)cc1OC
    6, 4, 10, -1, -13, -9, 2, -19, -9, -11, 1
#20 CNC(=S)NNc1nncc2ccccc12
    -8, -4, 7, -9, 22, 0, -11, 10, 9, -4, 3
#21 COc1cc(NC(=O)c2ccco2)c(OC)cc1NC(=O)Nc1ccccc1Cl
    1, 9, -8, 2, 8, -5, 21, -6, 1, -23, 10
#22 CC(C)(C)c1ccc(C(=O)Nc2ncn[nH]2)cc1
    -42, -12, -76, -26, 26, 3, -23, -6, -113, -94, 2
#23 Cc1scc(C(=O)NNC(=S)NCC2CCCO2)c1C (stereo not drawn)
    -22, -6, 8, 2, -4, 0, -4, -14, -7, -3, 2
#24 Cc1ccc(C)n1-c1cccc(S(=O)(=O)N2CCOCC2)c1
    -21, -25, 5, -12, 2, -6, 4, 1, -17, 6, 1
#25 CCOC(=O)c1sc(N)c(C(=O)OCC)c1C
    -49, ., -38, -12, -15, -23, -69, 12, -42, -77, 1
#26 N/C(=N\NC(=O)c1ccccc1Cl)c1cc2ccccc2oc1=O
    -28, -2, -13, -6, -9, -2, 10, -8, -23, -6, 2
#27 COc1cc(NC(=O)CNC(=O)Cn2ccc3ccccc3c2=O)cc(OC)c1OC
    5, -6, -4, -2, 6, -1, -9, 16, 10, -1, -2
#28 CCn1c(COc2ccccc2OC)nc2ccccc21
    -1, 6, -16, -8, -35, -1, -22, -11, -17, -19, -11
#29 COc1ccc(NC(=O)C2(c3ccc(NC(=O)c4ccc(OC)c(OC)c4)cc3)CCCC2)cc1
    29, 0, -14, 10, -37, 1, -4, 11, -4, -9, 10
#30 CCOC(=O)Nc1c2ccccc2nc2ccccc12
    -22, -6, -5, -29, 10, -8, -25, -50, 6, 0, 10
#31 CN(C)S(=O)(=O)c1cccc(NC(=O)c2ccc3c(c2)OCCO3)c1
    -66, -40, -49, -17, -1, -4, -26, -4, -72, -41, 7
#32 CCO[C@H]1OC(C(=O)NCc2ccccc2)=C[C@@H](C(C)(C)C)[C@@H]1CCCO
    -3, -3, 7, -10, -20, -10, -17, -16, -7, -11, -7
#33 O=C(NC1CCN(C(=S)NCc2ccco2)CC1)c1cccc(F)c1
    0, 0, 4, -4, -2, -7, 16, 14, 2, -2, 1
#34 Cc1nc(SCc2ccc(Br)cc2)[nH]c(=O)c1C
    -6, 7, 17, -20, -5, 13, 13, -42, -6, 0, -5
#35 O=C(OCc1nc2ccccc2s1)c1cccs1
    -37, -41, -83, -16, 1, 24, 10, -1, -107, -79, 6
#36 COc1ccc(NC(=O)c2cc(-c3cc(C)ccc3O)n[nH]2)cc1Cl
    -25, -3, -2, -6, -32, 31, -24, -6, -1, -2, 5
#37 COc1ccc(S(=O)(=O)N2CCN(c3ccccn3)CC2)cc1OC
    4, 9, -26, 18, -10, -18, -10, -16, -4, 3, -5
#38 CC(C)Cc1nc(N2CCC(C(N)=O)CC2)c2nnn(Cc3ccccc3)c2n1
    3, -16, 6, -14, 3, 7, 2, 8, 4, -8, -6
#39 Cc1ccc(NC(=O)COC(=O)c2ccc(S(=O)(=O)N3CCCC3)cc2)cc1
    -56, 1, 9, 13, 8, -20, 5, -20, -4, -6, 22
#40 Nc1ccc2c(c1)C(=O)N(CC1CCCO1)C2=O (stereo not drawn)
    1, -2, -10, -5, -3, -5, -7, -6, -5, -9, 3
#41 CC(=O)Nc1cccc(-c2csc(C(O)c3ccccc3)n2)c1 (stereo not drawn)
    -5, ., -23, -9, 0, -10, -49, -5, -7, -3, 6
#42 CN(C)c1ccc(NS(=O)(=O)c2ccc(-c3csnn3)cc2)cc1
    ., ., 5, -4, -4, -3, 18, 1, 5, 13, 3
#43 CC1CCN(C(=O)C2(NC(=O)Nc3cccc(F)c3)CCCCC2)CC1
    8, 6, 3, -6, -3, -7, -3, 0, -34, 11, 4
#44 CCc1cccc(NC(=O)CSc2nnc(Cc3ccc(OC)cc3)c(=O)[nH]2)c1
    -3, 0, -26, 13, 7, 1, 0, -26, -4, -20, 16
#45 C=C1C(O)C[C@H]2C(=C)CCC3[C@H](OC(=O)[C@]3(O)CO)[C@@H]12 (stereo partly drawn)
    -1, -8, -1, -5, 12, 0, -7, -16, 0, 7, 9
#46 CC(/C=C1\SC(=S)N(NC(=O)c2ccccc2C)C1=O)=C\c1ccccc1
    18, 36, 9, 12, -8, 22, -15, 7, -29, -10, 4
#47 Cc1cccc(NS(=O)(=O)c2c(C)n[nH]c2C)c1
    -10, -11, 2, 16, -1, -3, 1, 7, -4, -14, -1
#48 CC(=O)c1ccc(N2CCN(C(=O)COc3ccc4ccccc4c3)CC2)cc1
    -6, 5, 13, 0, 6, 4, 11, -19, -34, -23, 7
#49 Cc1cccc(OCC(=O)Nc2ccc(N3CCN(C(=O)c4ccco4)CC3)cc2)c1
    71, 19, 23, 64*, 18, 19, 33, -3, -24, 20, 5
#50 O=C(CCSCCC(=O)NN=Cc1ccccc1)NN=Cc1ccccc1
    14, 1, 2, 4, 6, -8, -3, -51, -18, 18, 10
#51 COc1ccc(NC2=CC(c3ccccc3)N(c3ccc(OC)cc3)C2=O)cc1 (stereo not drawn)
    -4, ., -4, 15, -8, 11, -36, 3, -3, 13, 9
#52 CC(=C/C(=O)O)/C=C/c1ccc(Cl)o1
    -9, -6, -10, 17, 23, -1, 7, 15, -29, -6, 0
#53 COc1ccc(N2CCN(C(=O)CCCn3nnnc3CN3CCOCC3)C(C)C2)cc1 (stereo not drawn)
    -17, 1, 17, -9, 4, -6, 8, -35, -52, -4, 12
#54 CN(c1cccc(NC(=O)c2ccc(Cl)c(S(=O)(=O)N3CCOCC3)c2)c1)S(C)(=O)=O
    9, 8, -25, -3, -6, -10, 14, 28, -22, -7, -24
#55 C=CCN1C(=O)C(Cc2ccc(Br)cc2)S/C1=N\N=C\c1ccco1 (stereo not drawn)
    -6, -7, 8, -10, 8, 0, -21, 6, 1, 1, 1
